# Siah-1 displacement: Siah-1 peptide-binding antagonists, primary screen, biochemical, fluorescence polarization, rhodamine-plectin, uHTS (AID 1817) | hit rate 0.02% among 290,000 | Siah-1 / rhodamine-plectin peptide fluorescence polarization; higher % means a stronger effect | displacement, % at 20 µM; hits with a dose series show IC50 in µM;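 active = displacement of at least 50% at 20 µM, with a fluorescence ratio check between 0.3 and a set limit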;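 also: plate controls were Siah plus tracer with DMSO for no effect and tracer alone without Siah for full effect; strong numbers were not always called active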
# RSV CPE inhibition: inhibition of RSV-induced cytopathic effect – HEp-2 cells, primary 10 µM value included (AID 2391). hit rate 0.13% among 310,000. HEp-2 cells, RSV-induced CPE inhibition; higher % means a stronger effect. one-dose CPE inhibition, % at 10 µM; IC50 in µM for titrated hits; in the data active = a potency from the dose series; inconclusive = CPE inhibition mostly from about 23% at the one dose, without a potency; inactive = the rest, 99 in 100 with CPE inhibition below about 21%; also: strong numbers were not always called active
# Rac1 GTP hydrolysis: MgcRacGAP GTPase-activating activity inhibitors, confirmation, biochemical, ADP Hunter fluorescence; MgcRacGAP-stimulated Rac1 GTP hydrolysis, ADP Hunter fluorescence; higher % means a stronger effect; GST-tagged Rac1 F28L mutant substrate; inhibition, % at 30 µM, or IC50 in µM where a hit was titrated; hit rate 0.6% among 340,000; AID 624330;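 active = first-screen hits whose inhibition reached a set limit at any dose in the follow-up dose series; inconclusive = inhibition above the set first-screen limit but never retested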;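 also: fluorescence reports GDP produced by GAP-driven GTP hydrolysis; strong numbers were not always called active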
# AID2073: disruptors of CaV2.2 binding to Mint1 – biochemical, HTRF (AID 2073); hit rate 0.19% among 290,000; HTRF protein-protein interaction, Mint1-CaV2.2; higher % means a stronger effect; inhibition, % at 20 µM; hits with a dose series show IC50 in µM; in the data active = inhibition mostly above about 51%, no sharp cut-off; inconclusive = no clear call, values can overlap the other calls; inactive = mostly below about 53%; also: some results filed as inactive read as strong as hits
# K1F lysis inhibition: inhibition of K1F phage lysis, E. coli UTI89, bacterial capsule biogenesis inhibitors, alamar blue (AID 488966). E. coli UTI89 K1F phage lysis, alamar blue, 2 h; higher % means a stronger effect. hit rate 0.02% among 340,000. one-dose inhibition, % at 100 µM; IC50 in µM for titrated hits;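 active = phage lysis inhibition, versus mean bacterial control, above a set limit; inconclusive = no clear call, values can overlap the other calls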;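 also: capsule biogenesis inhibitors block K1F phage lysis so surviving cells raise fluorescence; higher fluorescence means more inhibition of phage lysis; actives were called in the ten point dose series up to 300 µM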
# Large T inhibition: SV40 large T antigen inhibitors, biochemical (AID 1903). SV40 large T antigen ATPase/helicase inhibition assay; higher % means a stronger effect. one-dose inhibition, % at 20 µM; IC50 in µM for titrated hits. hit rate 0.39% among 310,000; in the data active = a potency from the dose series; inconclusive = inhibition mostly from about 32% at the one dose, without a potency; inactive = the rest, 99 in 100 with inhibition below about 32%; also: strong numbers were not always called active
# West Nile antiviral: West Nile virus antiviral activity, cell-based, CPE readout (AID 1621); West Nile virus-infected cells, CPE inhibition; higher % means a stronger effect; one-dose CPE inhibition, % at 10 µM; IC50 in µM for titrated hits; hit rate 0.02% among 290,000; in the data active = a potency from the dose series; inconclusive = CPE inhibition mostly from about 3.7% at the one dose, without a potency; inactive = the rest, 99 in 100 with CPE inhibition below about 2.2%; also: strong numbers were not always called active
# NTR1 ag: NTR1-driven beta-arrestin-GFP spot formation – imaging, U2OS cells, high content, primary screen (AID 493036); P30989; agonist mode; activation, % at 20 µM; hit rate 0.17% among 330,000;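 active = activation at or above 40% of the spot to cytoplasm intensity ratio, with at least 20 cells analyzed; inconclusive = wells under 20 cells, flagged as cytotoxic or low count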;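 also: 0% = DMSO without peptide and 100% = 100 nM NTR1 peptide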
# Target sequence (P30989 whole entry, looked up): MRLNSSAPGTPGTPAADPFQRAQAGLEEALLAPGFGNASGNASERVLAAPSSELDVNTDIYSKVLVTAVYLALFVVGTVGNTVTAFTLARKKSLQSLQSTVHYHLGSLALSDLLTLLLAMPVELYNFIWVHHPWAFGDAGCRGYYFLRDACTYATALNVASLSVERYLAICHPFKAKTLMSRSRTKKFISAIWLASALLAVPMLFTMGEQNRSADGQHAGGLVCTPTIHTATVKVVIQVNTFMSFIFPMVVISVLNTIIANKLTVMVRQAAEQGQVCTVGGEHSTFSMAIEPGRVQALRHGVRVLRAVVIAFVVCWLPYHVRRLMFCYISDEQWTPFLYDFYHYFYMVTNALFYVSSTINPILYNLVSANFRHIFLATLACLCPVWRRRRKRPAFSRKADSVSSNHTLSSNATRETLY
# Dengue-2 NS5 capping: flavivirus cap methylation enzyme inhibition – biochemical, confirmation dose response, primary screen (AID 588689); hit rate 0.3% among 340,000; Dengue-2 NS5 methyltransferase capping enzyme assay, biochemical; higher % means a stronger effect; inhibition, % at 25 µM, or IC50 in µM where a hit was titrated; in the data active = a potency from the dose series; inconclusive = inhibition above about 29% without an active follow-up result
# NTR1 ag cell count 20 µM: recorded beside NTR1 ag, whose call it bears; cell count; measured here: cell count, cytotoxicity flag
# Dengue-2 NS5 capping pilot replicate: recorded beside Dengue-2 NS5 capping, whose call it bears; inhibition, %; measured here: pilot screen replicate inhibition
# * marks the source's active call; other numbers are inactive results; u = inconclusive; x = not tested or not shown; [ ] = remark or other dose.
SMILES,Siah-1 displacement,RSV CPE inhibition,Rac1 GTP hydrolysis,AID2073,K1F lysis inhibition,Large T inhibition,West Nile antiviral,NTR1 ag,NTR1 ag cell count 20 µM,Dengue-2 NS5 capping,others
COc1ccccc1N1C(=O)CC(Sc2ccccc2N)C1=O (stereo unspecified),0%,3.1%,2%,9%,0.2%,4%,1.0%,0.0,96,-3%,
CC(C)[C@H](NC(=O)c1ccccc1F)C(=O)NCc1ccc(S(N)(=O)=O)cc1,0%,1.5%,0%,-5%,-0.2%,14%,0.0%,-0.6,45,-2%,
CCC1Sc2ccc(S(=O)(=O)CCC(=O)Nc3ccc(OC(F)(F)F)cc3)cc2NC1=O (stereo unspecified),7%,8.2%,12%,9%,-0.1%,2%,0.5%,12,51,5%,
Cc1ccc(S(=O)(=O)N2CCC(C(N)=O)CC2)c(C)c1C,-4%,-0.4%,4%,2%,0.0%,5%,-0.5%,-1.5,44,0%,
Cc1ccc(N2CC(C(=O)NCc3cccs3)CC2=O)cc1C (stereo unspecified),19%,-1.0%,2%,3%,-0.3%,10%,-0.3%,-0.6,32,-5%,
Nc1ccccc1-c1nnc(-c2ccc(-c3ccccc3)cc2)o1,0%,2.6%,-2%,u,0.9%,6%,x,0.6,90,-2%,
C=C(Cl)COc1ccc2c(CCC)cc(=O)oc2c1,4%,14%,4%,0%,0.2%,6%,-0.2%,3.9,61,3%,
CCc1cc2c(N[C@@H](Cc3c[nH]c4ccccc34)C(=O)O)ncnc2s1,-7%,3.0%,10%,-2%,-0.2%[50 µM],10%,-0.2%,-0.7,60,-4%,
CCOc1ccc(C(=O)N/N=C/c2ccc(-c3ccc(S(=O)(=O)Nc4ncccn4)cc3)o2)cc1,5%,0.3%,15%,9%,-2.0%,27%,0.6%,-1.3,66,1%,
Cc1cc(C(=O)N/N=C/c2ccc(-c3ccc([N+](=O)[O-])cc3C)o2)n[nH]1,2%,5.6%,11%,10%,0.2%,11%,-0.6%,1.5,58,u,
COc1ccc(N=CC2=C(O)CC(C)(C)CC2=O)cc1OC,-1%,x,15%,-8%,0.8%,32%,0.1%,0.3,52,-5%,
Cc1ccc(CC2C(=O)N(c3ccccc3)C(=O)C2C)cc1 (stereo unspecified),2%,1.4%,-2%,4%,-1.7%,23%,-0.7%,-0.3,55,-11%,
C=CCNC(=S)NNC(=O)C(CC(C)C)CC(C)O (stereo unspecified),0%,-0.8%,-3%,-1%,-1.7%,11%,0.3%,-0.2,50,-4%,
CCOC(=O)C1C(=O)C=C(c2ccc(OC)cc2)CC1c1ccco1 (stereo unspecified),-3%,2.2%,7%,4%,-0.1%,2%,0.1%,0.7,71,-2%,
CCCN(C(=O)COC(=O)Cn1c(=O)oc2ccccc21)c1c(N)n(Cc2ccccc2)c(=O)[nH]c1=O,x,0.3%,8%,x,-0.3%[50 µM],0%,x,0.9,57,1%,

# Reprinted from the part before: 3 compounds, followed by the next part.
SMILES,Siah-1 displacement,RSV CPE inhibition,Rac1 GTP hydrolysis,AID2073,K1F lysis inhibition,Large T inhibition,West Nile antiviral,NTR1 ag,NTR1 ag cell count 20 µM,Dengue-2 NS5 capping,others
C=CCNC(=S)NNC(=O)C(CC(C)C)CC(C)O (stereo unspecified),0%,-0.8%,-3%,-1%,-1.7%,11%,0.3%,-0.2,50,-4%,
CCOC(=O)C1C(=O)C=C(c2ccc(OC)cc2)CC1c1ccco1 (stereo unspecified),-3%,2.2%,7%,4%,-0.1%,2%,0.1%,0.7,71,-2%,
CCCN(C(=O)COC(=O)Cn1c(=O)oc2ccccc21)c1c(N)n(Cc2ccccc2)c(=O)[nH]c1=O,x,0.3%,8%,x,-0.3%[50 µM],0%,x,0.9,57,1%,
COc1ccc(CC(=O)Oc2cc(C)ccc2C)cc1,-4%,1.9%,4%,6%,0.2%,4%,-0.2%,0.2,73,0%,
Brc1cccc(-c2nnc(SCc3nc4ccccc4[nH]3)o2)c1,1%,17%,2%,4%,0.2%,2%,x,-0.3,53,-1%,
CC(NC(=O)COC(=O)C1CC1C)c1ccccc1 (stereo unspecified),x,x,-2%,x,0.3%[50 µM],x,x,-1.2,70,4%,
O=C(NCCc1cccs1)C1CCC(=O)N(CCc2cccc(F)c2)C1 (stereo unspecified),0%,-1.4%,3%,-3%,0.0%,9%,-1.0%,0.3,92,-5%,
CSc1ncccc1C(=O)OCC(=O)c1cc(C)n(C)c1C,x,x,2%,x,0.5%[50 µM],x,x,2.9,54,6%,
O=C(N/N=C\c1ccc(COc2ccc([N+](=O)[O-])cc2)o1)c1ccc(Cl)cc1,1%,19%,5%,0%,-1.7%,17%,0.9%,2.5,95,-3%,
CCOC(=O)Cc1csc(NC(=O)c2c(-c3c(Cl)cccc3Cl)noc2C)n1,-2%,8.4%,7%,12%,0.2%,-1%,0.4%,-1.8,84,-8%,
O=C(Nc1cccc(S(=O)(=O)N2CCOCC2)c1)c1ccccc1[N+](=O)[O-],x,-0.4%,5%,x,0.0%[50 µM],x,x,-1.1,58,1%,
Nc1cc(-c2ccccc2)nn1Cc1ccccc1,1%,2.3%,-8%,11%,0.6%,3%,-0.5%,-2.0,20,5%,
Cc1cc(N2CCC(C)CC2)nc(-n2nc(C)cc2C)n1,2%,0.1%,4%,33%,u,1%,-0.6%,2.1,43,-1%,
O=c1c2ccccc2sn1-c1ccccc1,4%,-2.2%,u,-70%,-0.8%,u,0.9%,-1.5,81,-24%,
CCN(CC)CCCNc1nc2cc(OC)c(OC)cc2c2nc(-c3cccnc3)nn12,-3%,-1.3%,29%,5%,-0.5%,14%,0.4%,0.5,73,0%,
CC(C)CNC(=O)C1CCCN(C(=O)NCc2ccccc2)C1 (stereo unspecified),2%,5.2%,12%,4%,-0.8%,14%,-0.1%,-0.4,51,-3%,
O=C(COc1cccc(-n2cnnn2)c1)Nc1ccccc1,1%,1.5%,6%,7%,1.4%,9%,-0.4%,1.6,46,1%,
CCOC(=O)c1cn(CC(=O)Nc2ccc(C)cc2)nn1,-6%,1.7%,5%,3%,0.6%,7%,1.9%,0.5,77,3%,

# Grouped by structure, the compounds so far with a thiophene ring, fused or not (3)
SMILES,Siah-1 displacement,RSV CPE inhibition,Rac1 GTP hydrolysis,AID2073,K1F lysis inhibition,Large T inhibition,West Nile antiviral,NTR1 ag,NTR1 ag cell count 20 µM,Dengue-2 NS5 capping,others
Cc1ccc(N2CC(C(=O)NCc3cccs3)CC2=O)cc1C (stereo unspecified),19%,-1.0%,2%,3%,-0.3%,10%,-0.3%,-0.6,32,-5%,
CCc1cc2c(N[C@@H](Cc3c[nH]c4ccccc34)C(=O)O)ncnc2s1,-7%,3.0%,10%,-2%,-0.2%[50 µM],10%,-0.2%,-0.7,60,-4%,
O=C(NCCc1cccs1)C1CCC(=O)N(CCc2cccc(F)c2)C1 (stereo unspecified),0%,-1.4%,3%,-3%,0.0%,9%,-1.0%,0.3,92,-5%,

# The listing continues.
SMILES,Siah-1 displacement,RSV CPE inhibition,Rac1 GTP hydrolysis,AID2073,K1F lysis inhibition,Large T inhibition,West Nile antiviral,NTR1 ag,NTR1 ag cell count 20 µM,Dengue-2 NS5 capping,others
COc1cc(S(=O)(=O)N2CCN(c3ccccc3)CC2)ccc1F,-2%,10%,7%,u,0.1%,-2%,0.9%,1.4,50,0%,
CCN1CCCC1CNC(=O)CN1C(=O)COc2ccc(C)cc21 (stereo unspecified),-6%,0.9%,-5%,27%,-1.2%,2%,-0.2%,-2.1,92,2%,
CN(c1ccc([N+](=O)[O-])cc1C(N)=O)C1CCCCC1,7%,3.6%,10%,-1%,0.0%,9%,-1.3%,1.6,30,-2%,
COc1ccc(N(C(=O)c2snc(C(N)=O)c2N)C(C(=O)NCc2ccccc2)c2ccc(O)cc2)cc1 (stereo unspecified),0%,x,13%,10%,0.0%,x,-0.1%,1.3,60,-4%,
O=C(Nc1ccc(NC(=O)c2ccccc2F)cn1)c1ccco1,4%,0.7%,4%,16%,0.0%,8%,-0.1%,4.3,47,-6%,
CCCCC(=O)Nc1cccc(C(C)O)c1 (stereo unspecified),3%,-0.6%,x,-6%,x,17%,-0.5%,1.1,38,x,
CCN(CC)C(=O)c1nc[nH]c1C(=O)N1CCC(C)CC1,x,x,-6%,x,0.3%,x,x,0.4,68,-2%,Dengue-2 NS5 capping pilot replicate=5.1
COc1ccc(/C=C/C(=O)NCc2cnn(C)c2C)cc1COc1ccc(Br)cc1,-6%,2.5%,-2%,30%,5.3%,5%,2.0%,2.7,60,3%,
CN(C(=O)c1ccc(NC(=O)Cc2cccc(NC(=O)C3CCN(C(=O)CCc4ccccc4)CC3)c2)cc1)C1CCCC1,x,4.8%,13%,x,0.7%,x,x,0.4,58,-5%,
CC1CN(c2nc(Nc3ccccc3)nc(N)c2[N+](=O)[O-])CC(C)O1 (stereo unspecified),0%,x,7%,19%,-2.2%,22%,0.1%,0.0,51,-2%,
Cc1cccc(NC(=O)NCC(c2cccnc2)N2CCOCC2)c1 (stereo unspecified),7%,0.0%,4%,3%,-0.2%,3%,x,-0.3,99,2%,
O=C(Nn1c(=S)[nH]c2ccccc2c1=O)c1ccncc1,-3%,-0.4%,11%,5%,1.1%,20%,0.2%,2.4,66,3%,
Clc1ccc(CN2CCN(/N=C/c3cccnc3)CC2)cc1,-4%,-0.5%,0%,-7%,0.2%,20%,1.3%,2.1,55,-2%,
COC(=O)c1c(C(=O)OC)c(-c2ccc(C)cc2)n2c1CS(=O)C2 (stereo unspecified),1%,0.3%,9%,2%,1.4%,-5%,-0.6%,-0.2,44,-7%,
CC1CCCCC1NC(=O)COc1ccc(-n2cnnn2)cc1 (stereo unspecified),-4%,1.2%,-2%,16%,0.4%,1%,1.2%,0.2,52,x,
O=[N+]([O-])c1cncc([N+](=O)[O-])c1Nc1cccc(O)c1,0%,5.6%,1%,1%,-0.5%,3%,16%,0.9,52,-12%,
Cc1nn(CCCC(=O)NC2CCC(C)CC2)c(=O)c2nn(-c3ccccc3)c(C)c12 (stereo unspecified),-2%,0.6%,16%,6%,-0.1%,12%,-0.2%,-0.3,71,-10%,
CCC(=O)c1ccc(N2CCN(C(=O)c3cccc(F)c3)CC2)c(F)c1,7%,0.5%,-2%,-5%,0.0%,25%,-2.3%,-0.6,44,-7%,
CCN(CC)C(=O)CSc1nsc(SCC(=O)N(CC)CC)c1C#N,0%,0.1%,13%,28%,0.6%,-1%,x,-2.7,40,2%,
CCOCCCn1c(=S)[nH]c2cc(C(=O)N3CCOCC3)ccc2c1=O,-2%,1.6%,4%,-35%,0.1%,9%,-0.7%,0.2,61,2%,Dengue-2 NS5 capping pilot replicate=-6.2
COCC(C)n1c(C)cc(C(=O)COC(=O)CN=C2NS(=O)(=O)c3ccccc32)c1C (stereo unspecified),5%,0.0%,1%,40%,-0.2%,2%,0.3%,4.3,69,-2%,

# Compound activity as filed in PubChem BioAssay.
